# Source: PubChem
# Calb biofilm kill: clotrimazole potentiators killing Candida biofilms, primary screen, with clotrimazole, Alamar Blue; 85,000 compounds, 0.14% hits; C. albicans biofilm + clotrimazole; AID 834, 2007; inhibition, % at 6 µM;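 active = inhibition above 20%; inactive = inhibition below 20%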;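 note: preformed 24 hr biofilms exposed to compound for 48 hr; 0% = biofilm without compound and 100% = blank killed by clotrimazole plus chlorhexidine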
# Smad3 FoxH1 inh: Smad3/FoxH1 peptide binding inhibitors, primary screen, biochemical, TR-FRET | Mothers against decapentaplegic homolog 3 (Homo sapiens), P84022 | TR-FRET Smad3/Dy647-FoxH1 peptide binding, europium anti-His | inhibition, % at 25 µM | 88,000 compounds, 0.29% hits | AID 630, 2007;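 active = compounds that reduce the energy-transfer binding signal between the protein and its labelled peptide by more than half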;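 note: 0% = Smad3 plus labelled peptide maximal FRET and 100% = peptide-only background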
# Target sequence (P84022 whole entry, looked up): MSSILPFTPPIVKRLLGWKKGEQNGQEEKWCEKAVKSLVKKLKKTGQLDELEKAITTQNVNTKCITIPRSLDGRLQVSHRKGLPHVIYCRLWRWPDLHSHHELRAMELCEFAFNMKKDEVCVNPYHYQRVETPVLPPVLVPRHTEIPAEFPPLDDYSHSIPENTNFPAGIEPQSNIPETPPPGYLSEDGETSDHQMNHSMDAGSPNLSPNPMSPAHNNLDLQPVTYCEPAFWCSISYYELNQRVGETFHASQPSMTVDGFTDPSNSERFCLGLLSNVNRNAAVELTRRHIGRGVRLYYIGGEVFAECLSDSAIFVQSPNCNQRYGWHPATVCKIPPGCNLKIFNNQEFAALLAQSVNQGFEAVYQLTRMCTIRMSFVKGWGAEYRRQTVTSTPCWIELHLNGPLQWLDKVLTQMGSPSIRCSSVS
# PTPN22 inh 2: PTPN22 phosphatase inhibitors, primary screen, biochemical, DiFMUP fluorescence, 2 µM; recombinant LYP catalytic domain; inhibition, % at 2 µM; 96,000 compounds, 0.21% hits; AID 640, 2007;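 active = inhibition at 2 µM at or above a set limit, the screen mean plus 3 SD, cut at about 24% in these data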;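 note: 0% = DMSO with enzyme and 100% = enzyme fully blocked by orthovanadate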
# F-actin modifier: modifiers of F-actin cytoskeleton organization, primary screen, imaging, HUVEC, phalloidin staining, high-content imaging. HUVEC TNFa F-actin phalloidin imaging. inhibition, % at 2 µM. 91,000 compounds, 0.18% hits. AID 836, 2007;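 active = inhibition above the batch mean plus 3 SD and confirmed as a hit by visual image inspection, cut at about 30% in these data, passing the limit was not always enough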; note: strong numbers were not always called active
# hDAT+cocaine: changed hDAT dopamine uptake under cocaine IC80, either direction, primary screen, cocaine antagonist project, cell-based, LLC-PK1 hDAT, [14C]-dopamine uptake, MLSMR | LLC-PK1 hDAT cells, [14C]-dopamine uptake with cocaine IC80; actives deviate in either direction | B-score at 10 µM | Sodium-dependent dopamine transporter (Homo sapiens), Q01959 | 110,000 compounds, 1.3% hits;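 active = Z score or B-score, a plate-position-corrected score, falls beyond the plate's 99.7% confidence bounds, in either direction; inactive = both scores lie inside the 99.7% bounds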;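 note: scored against the spread of the other compound wells on the same plate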
# Target sequence (Q01959 whole entry, looked up): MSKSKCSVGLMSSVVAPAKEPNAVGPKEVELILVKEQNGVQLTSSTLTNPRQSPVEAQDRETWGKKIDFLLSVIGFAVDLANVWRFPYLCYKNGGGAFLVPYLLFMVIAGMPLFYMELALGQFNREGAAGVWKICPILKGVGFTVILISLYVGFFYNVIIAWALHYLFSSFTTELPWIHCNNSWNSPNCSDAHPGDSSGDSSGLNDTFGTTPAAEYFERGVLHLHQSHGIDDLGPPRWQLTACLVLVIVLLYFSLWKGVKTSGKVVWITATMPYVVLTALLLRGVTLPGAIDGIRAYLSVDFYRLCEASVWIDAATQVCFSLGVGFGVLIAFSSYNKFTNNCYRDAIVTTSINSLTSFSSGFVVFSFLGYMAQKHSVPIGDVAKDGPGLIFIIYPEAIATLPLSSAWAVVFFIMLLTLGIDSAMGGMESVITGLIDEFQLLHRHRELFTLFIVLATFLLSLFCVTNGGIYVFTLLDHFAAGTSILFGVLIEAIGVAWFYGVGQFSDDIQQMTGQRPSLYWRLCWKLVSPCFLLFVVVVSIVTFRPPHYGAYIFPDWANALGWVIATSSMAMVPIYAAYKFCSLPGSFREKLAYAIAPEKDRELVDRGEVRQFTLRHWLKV
# HUVEC tox IL1B: cytotoxicity in IL-1B stimulated HUVEC, primary screen, cytotoxicity control for IL-1B NFkB translocation project, imaging, Hoechst nuclear count, IL-1B stimulus; HUVEC cell count loss; cell count reduction, % at 2 µM; 94,000 compounds, 0.41% hits;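 active = cell count reduction more than 3 SD above the screen-wide mean, cut at about 70% in these data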;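 note: normalized per plate to untreated control cells as the no-loss baseline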
# VCAM1 TNFa inh: inhibitors of TNFa-induced VCAM1 expression, primary screen, imaging, HUVEC, TNFa stimulus, immunofluorescence; AID 802, 2007; HUVEC TNFa-induced VCAM-1 immunofluorescence, high-content imaging; inhibition, % at 2 µM; 95,000 compounds, 0.48% hits;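 active = inhibition above the batch mean plus 3 SD, with images confirmed as a hit by eye, cut at about 37% in these data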;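 note: 0% = TNF-stimulated DMSO wells and 100% = unstimulated control wells; not every result past the cut was called active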
# MT1-MMP txn act: MT1-MMP promoter reporter activation – cell-based, luciferase luminescence, primary screen | HT1080 MT1-MMP promoter luciferase reporter, overnight; active compounds read high | activation factor at 10 µM | 86,000 compounds, 0.16% hits;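 active = activation factor of at least 2 for MT1-MMP transcription at 10 µM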
# HUVEC tox TNFa: cytotoxicity in TNFa-stimulated HUVEC, primary screen, cytotoxicity control for VCAM1 expression modulator project, imaging, Hoechst nuclei count; HUVEC TNFalpha-stimulated, Hoechst cell count; cell count reduction, % at 2 µM; 93,000 compounds, 0.17% hits; AID 848, 2007;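 active = cell count reduction exceeding the screen mean by over 5 SD, scaled to untreated wells per plate, cut at about 78% in these data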;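 note: cells counted after 24 h of TNF alpha exposure following the 1 h pretreatment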
# An asterisk follows results filed as active; . = no result given; [ ] = remark or other dose.
SMILES,Calb biofilm kill,Smad3 FoxH1 inh,PTPN22 inh 2,F-actin modifier,hDAT+cocaine,HUVEC tox IL1B,VCAM1 TNFa inh,MT1-MMP txn act,HUVEC tox TNFa
CC1(c2ccc(Cl)cc2)NC(=O)N(CC(=O)NC(=O)NCc2ccco2)C1=O (stereo unspecified),10,-16,4,4,0.81,14,-13,1,6
Cc1ccnc(N2CCC(C(=O)NNC(=O)c3ccccc3C)CC2)n1,.,.,7,-1,-0.064,-4,-17,.,-9
COc1ccc(Oc2nc3c(c(=O)n(C)c(=O)n3C)n2Cc2ccccc2)cc1,6,16,-7,-16,0.17,2,8,1,6
Cc1sc2nc(CSc3nnc(Cc4cccs4)n3C3CCCCC3)[nH]c(=O)c2c1C,1,1,14,-30,-1.1,-23,-11,1.1,-17
COc1ccc(Nc2nc(C)cc(=O)[nH]2)cc1,4,4,7,.,0.18,-12,10,1,7
O=C(c1ccccc1)n1nnc2ccccc21,-7,11,-2,-7,0.089,4,2,.,22
CCCn1c(N)c(C(c2ccc(OC)cc2)N2CCN(c3ccccc3)CC2)c(=O)[nH]c1=O (stereo unspecified),6,14,1,15,-0.43,28,-2,1,-14
CC12CCC(C(=O)Nc3nccs3)(OC1=O)C2(C)C (stereo unspecified),4,-3,-7,-10,0.13,-10,-2,1.1,6
COC(=O)C1=C(C)OC(N)=C(C#N)C1c1ccccc1F (stereo unspecified),3,-5,4,-1,-0.69,-12,-4,1.2,-44
O=C(Nc1ccon1)c1cc2c(s1)CCCCCC2,2,14[fluorescence artefact?],13,10,0.4,3,-6,1.5,-50
Cc1occc1-c1nnc(SCC(=O)NC(C)(C)C)n1C(C)c1ccccc1 (stereo unspecified),-1,-15[fluorescence artefact?],5,-7,-0.6,11,5,1.1,20
O=C(CN(C1CCCCC1)S(=O)(=O)c1ccc(F)cc1)NCCCO,4,12,7,16,-1.4,-11,-6,1,4
C=CCNC(=O)c1ccc(Cl)cc1Cl,1,3,-4,-13,0.34,-6,6,1.1,14
O=C(NCCO)c1ccccc1O,8,4,1,4,-9.9*,-19,11,.,-7
CCOC(=O)c1cccc(N2C(=O)C3C(C(=O)NC4CC4)C4(C)C=CC3(O4)C2C(=O)NC(C)(C)C)c1 (stereo unspecified),8,-10,1,21,0.61,2,2,1.2,-27
Cc1ccc(C(=O)CSc2nnc(-c3ccccc3)n2-c2ccccc2)o1,1,10,-1,13,-0.42,-69,4,1.2,-27
CC(c1ccco1)N(Cc1ccco1)C(=O)Nc1ccccc1 (stereo unspecified),6,-4,0,-25,-0.043,-22,10,1.2,-2
CC1=CCC(C(=O)O)(C(=O)N/N=C/c2cccs2)C(c2ccc([N+](=O)[O-])cc2)C1 (stereo unspecified),3,6,2,12,0.53,-38,-4,1.2,-37
Cc1c(CN(C)CCc2ccccc2)c(=O)n(-c2ccccc2)n1C,.,10,-6,2,0.94,-21,19,1.2,-20
CC1CCN(c2nc3ccccc3nc2C(C#N)C(=O)NC2CCCCC2)CC1 (stereo unspecified),3,11[fluorescence artefact?],.,.,-0.052,.,.,1.1,.
Cc1c(C(=O)NCc2ccc3c(c2)OCO3)oc2ccc(Br)cc12,.,.,-2,5,0.27,10,30,.,7
C=C(C)COc1ccc(-c2n[nH]c(C)c2-c2ccc(Br)cc2)c(O)c1,6,2,12,-33,-0.77,-2,13,0.8,19
O=C(O)c1ccc(S(=O)(=O)c2ccccc2)cc1,4,-1,-8,13,-1.8,0,3,1.1,-10
CCOc1ccccc1C1C2C(=O)N(c3ccccc3)C(=O)C2ON1c1ccccc1 (stereo unspecified),0,0,3,-5,-0.92,24,18,1.2,-11
Cc1cc(C)cc(N(C(=O)c2ccc3c(c2)OCO3)C2C=CS(=O)(=O)C2)c1 (stereo unspecified),-1,3,-8,.,0.79,-69,6,1.1,-37
COc1ccc(S(=O)(=O)Nc2cc(C(=O)NCCC(C)C)ccc2N2CCOCC2)cc1,4,-5,0,10,0.83,20,11,1,-18
COC(=O)Cn1c(C)c(C#N)c2ccccc21,10,3,4,-10,0.0018,8,14,1.2,7
Cc1ccccc1Nc1nn2c(=O)c3ccccc3nc2s1,3,10,3,4,-0.0046,-23,5,1.4,-23
N#C/C(=C(/O)c1ccco1)c1nc2ccccc2s1,.,.,16,-24,-0.9,-45,-1,.,2
CCN(c1ccccc1)c1cc(C)nc2ncnn12,12,-8[fluorescence artefact?],.,.,-0.3,.,.,1.1,.
COC(=O)c1ccccc1NC(=O)CN1CCOCC1,6,0,12,-6,-0.77,7,3,1,12
Cn1c(Oc2ccc3c(c2)OCO3)nc2c1c(=O)n(Cc1ccccc1)c(=O)n2C,8,-2,-16,-15,-0.047,-6,15,1.1,-27
Oc1ccccc1-c1nnc(COc2ccc(Cl)cc2Cl)o1,4,8,6,4,0.51,-4,10,.,27
CN1CCN(CCCNC(=O)C2CCN(c3nnc(-n4cccc4)s3)CC2)CC1,6,8,-10,-28,.,-2,10,1.1,-24
COc1ccc(-c2oc3ncnc(NCCCN4CCOCC4)c3c2-c2ccc(OC)cc2)cc1,6,-6,2,22,-0.022,29,8,0.8,2
CC(C)(C)C(=O)N=C1SC2CS(=O)(=O)CC2N1c1ccc2c(c1)OCO2 (stereo unspecified),2,0,-2,-17,-0.00081,11,26,0.9,-13
CCC(c1nnnn1Cc1ccco1)N(Cc1cc2cc(OC)ccc2[nH]c1=O)C1CCCCC1 (stereo unspecified),6,6,15,4,0.18,0,-10,0.9,-19
CCN(C(=O)COc1cc(=O)n(CC)c2ccccc12)c1cc(Cl)ccc1OC,15,-6,-5,-11,1.6,19,3,1.1,-18
O=C(NC1CCCCC1)C(c1ccc2ncccc2c1)N(Cc1ccccc1)C(=O)c1cccs1 (stereo unspecified),.,.,2,-35,0.17,35,0,.,-2
O=C(O)CCc1ccc(-c2cccs2)n1NC(=O)c1ccc(O)cc1,7,13,5,-1,-1.6,-30,14,1.2,-32
O=C(O)C1C2C=CC(C2)C1C(=O)NCCCN1CCOCC1 (stereo unspecified),5,9,0,7,-1.3,4,1,1.1,-12
CC(C)CC(=O)N1CCN(S(C)(=O)=O)CC1,.,1,4,.,0.32,3,-10,1.1,-12
Cc1cc(C)cc(OC(C)c2ccnc3nc(/N=C/N(C)C)nn23)c1 (stereo unspecified),.,.,4,-10,1.7,-61,14,.,-10
O=C(Nc1nc2c(s1)COc1ccccc1-2)c1cccs1,3,-7,-11,-2,0.79,-2,12,1.5,-27
Cc1ccccc1-n1c(SCC(=O)Nc2ccc3c(c2)OCO3)nnc1-c1ccccn1,8,4,-4,-7,1.3,-29,-2,1.2,5
COC(=O)c1ccccc1NC(=O)CSc1nnc(CNS(=O)(=O)c2ccc(C)cc2)n1C,1,0,6,-36,-0.26,-7,-13,1,4
COc1ccc(C2=CSC(/N=C/c3ccc(F)cc3)=NN2)cc1,-3,-1,12,-26,0.33,-12,11,1.1,-8
CCCc1nc(-c2cc3ccc(C)cc3[nH]c2=O)no1,-7,-13,-28,2,-0.17,84*,-14,1.2,-22

# 4 entries from above, set out differently:
# Screens in order – Calb biofilm kill | Smad3 FoxH1 inh | PTPN22 inh 2 | F-actin modifier | hDAT+cocaine | HUVEC tox IL1B | VCAM1 TNFa inh | MT1-MMP txn act | HUVEC tox TNFa
- CC(C)CC(=O)N1CCN(S(C)(=O)=O)CC1
  . | 1 | 4 | . | 0.32 | 3 | -10 | 1.1 | -12
- Cc1ccccc1-n1c(SCC(=O)Nc2ccc3c(c2)OCO3)nnc1-c1ccccn1
  8 | 4 | -4 | -7 | 1.3 | -29 | -2 | 1.2 | 5
- COc1ccc(C2=CSC(/N=C/c3ccc(F)cc3)=NN2)cc1
  -3 | -1 | 12 | -26 | 0.33 | -12 | 11 | 1.1 | -8
- Cc1cc(C)cc(OC(C)c2ccnc3nc(/N=C/N(C)C)nn23)c1 (stereo unspecified)
  . | . | 4 | -10 | 1.7 | -61 | 14 | . | -10

# Next results follow:
SMILES,Calb biofilm kill,Smad3 FoxH1 inh,PTPN22 inh 2,F-actin modifier,hDAT+cocaine,HUVEC tox IL1B,VCAM1 TNFa inh,MT1-MMP txn act,HUVEC tox TNFa
COCC(=O)Nc1nnc(COc2ccccc2)s1,6,-6,3,28,-0.41,15,2,1.3,-17
CCCC(=O)N(CCN(C(=O)CCC)c1ccccc1)c1ccccc1,5,-5,3,16,0.94,-36,14,1,-8
CC1CCCN(c2nc3c(c(=O)n(C)c(=O)n3C)n2CCSc2nc3ccccc3s2)C1 (stereo unspecified),1,-17,4,-14,1.8,-49,14,1.2,-11
CS(=O)(=O)N(CC(=O)N1CCN(c2ccccc2F)CC1)c1cc(C(F)(F)F)ccc1Cl,7,-20,-9,-18,0.66,21,4,.,50
COc1ccc(CN2CC(C(=O)N3CCOCC3)CC2=O)cc1 (stereo unspecified),5,12[fluorescence artefact?],-6,1,.,-3,-8,.,-8
O=c1[nH]n(-c2ccccn2)c(=O)c2ccccc12,5,11,4,13,-2.4,-4,-19,1.1,-24
O=C(O)CCCC(=O)Nc1nc(-c2ccccc2)cs1,0,-5,-1,49,0.13,-11,-4,1.2,-10
O=C(Nc1ccccc1N1CCCC1)c1cccnc1,2,7,15,.,-0.33,-4,.,1.2,.
O=C(CSc1nnc(Cc2cccs2)n1Cc1ccco1)Nc1cccc(Cl)c1,3,-5,11,0,-0.42,-8,0,1.3,-36
O=C1CCc2cc(S(=O)(=O)N3CCN(c4ccccc4F)CC3)ccc2N1,2,18,-4,.,-0.64,-5,-2,.,-21
CC(C)c1ccc(C(=O)NCCCc2ccccc2)cc1,-2,-3,-4,-13,1.4,1,0,1.5,10
Cc1cccc(C(C)C)c1NC(=O)CSc1nncn1C,.,.,1,2,-0.21,11,23,.,-5
Cc1cc(NC(=O)c2noc3c2CCCCC3)nn1Cc1ccc(Cl)cc1,-4,1,.,.,0.45,.,.,1.1,.
CCCOc1ccc2[nH]cc(C(=O)O)c(=O)c2c1,5,-2,9,9,0.0032,66,22,1.1,6
CCc1cc2cc(C(=O)N3CCN(Cc4ccccc4)CC3)sc2s1,2,-3,5,4,2.6*,-16,0,1.4,-15
COc1ccc(OCCCC(=O)Nc2cc([N+](=O)[O-])ccc2C)cc1,.,.,6,-14,0.66,30,-15,.,3
CN1C=CC=C/C1=C1\SC(=S)N(C2CCCCC2)C1=O,.,.,-2,22,-2.1,27,-8,.,11
Cc1nc2c(-c3ccc(F)cc3)c(C)nn2c(C)c1CCC(=O)N1CCN(c2ccccn2)CC1,4,-4,-2,-20,1.3,23,3,1.1,27
COc1ccccc1C1CC(c2ccc(Cl)cc2)Nc2nc(N)nn21 (stereo unspecified),2,1,2,-16,-0.0081,17,-5,1.2,9
COc1ccc2oc(C(F)(F)C(F)(F)F)cc(=O)c2c1,7,-13,-3,-16,0.85,-14,17,1.1,17
Cc1ccc(Cn2c(SCC(N)=O)nc3c2c(=O)n(C)c(=O)n3C)cc1,6,-2,-2,6,0.05,-14,15,1.1,-33
O=C(Nc1ccc2c3c(cccc13)CC2)c1ccco1,2,1,-12,15,1.3,-4,-25,1.3,-22
CCn1c(=O)cc(OCC(=O)N2CCN(c3cccc(C(F)(F)F)c3)CC2)c2ccccc21,6,-10,9,36,0.5,-12,13,1.2,-15

# Some of the compounds tested; rates above refer to the full screens.
